# TRPML3 agonist = human mucolipin-3 channel agonism; Q8TDD5; activation, % at 3 µM; 0.29% of 220,000 active; HEK293 TRPML3-YFP, Fluo-8 calcium fluorescence; 100% = the carbachol control signal;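 active = activation above its plate's cutoff, the mean activation of the plate's test wells plus 3 SD, cut at about 12% in these data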;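 note: 0% = DMSO only wells and 100% = carbachol wells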
#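 Material: HEK293 cells stably carrying human TRPML3-YFP; compound dosing: single dose, 3 µM final nominal compound, 0.3% DMSO final; incubation: 1-h 37 °C dye load, 5-s basal, 120-s post-compound reads; technique: Fluo-8 intracellular calcium fluorescence, excitation 470-495 nm, emission 515-575 nm; read-out basis: percent activation from peak-to-basal fluorescence ratio, scaled between DMSO and carbachol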
# Runt-SMMHC FRET = Runt domain-CBFb-SMMHC interaction inhibition | Cerulean-Runt/Venus-CBFb-SMMHC FRET ratio 530/480, 1 h | Q01196+Q13951 | 0.74% of 220,000 active | inhibition, % at 20 µM;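 active = mean inhibition across duplicate retests at 20 µM reaching about 50%, limit read from the data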;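 note: 0% = DMSO wells and 100% = wells with excess untagged CBFb-SMMHC; inhibitors lower the FRET ratio by blocking Runt binding to CBFb-SMMHC; some results filed as inactive read as strong as hits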
# zfTRPN1 agonist = activates the zebrafish TRPN1 channel. HEK293 zebrafish TRPN1-YFP, Fluo-8 calcium fluorescence; 100% = response to 87 µM carbachol. activation, % at 3 µM. 0.18% of 220,000 active;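 active = activation above its plate's cutoff, the mean activation of test wells on that plate plus 3 SD, cut at about 19% in these data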;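 note: 0% = DMSO alone and 100% = 87 µM carbachol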
#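 Control set: carbachol 87 µM as high control, DMSO as low control; system: HEK293 stable line with zebrafish TRPN1-YFP; read-out: % activation versus carbachol response; detection: intracellular calcium fluorescence with Fluo-8; doses: single test compound dose, 3 µM nominal, 0.3% DMSO; schedule: dye 1 h 37 °C plus 30 min RT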
# CHOP inhibitor = blocks CHOP induction under ER stress; CHO-K1 CHOP-promoter luciferase, tunicamycin-induced, 15-18 h; inhibition, % at 10 µM; 3.8% of 220,000 active;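 active = compounds that reduced the stress-induced luciferase reporter signal by more than about 70% of percent inhibition, limit read from the data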;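 note: 0% = tunicamycin plus vehicle and 100% = wells without tunicamycin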
# NCF1 inh = inhibitors of human p47phox binding. P14598. p47phox/p22phox peptide binding, fluorescence polarization, 2 h. inhibition, % at 24.7 µM. 0.53% of 220,000 active. AID 1274;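 active = inhibition above about 30%, limit read from the data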;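 note: 0% = p47phox with labelled peptide and 100% = labelled peptide alone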
# Target sequence (P14598 whole entry, looked up): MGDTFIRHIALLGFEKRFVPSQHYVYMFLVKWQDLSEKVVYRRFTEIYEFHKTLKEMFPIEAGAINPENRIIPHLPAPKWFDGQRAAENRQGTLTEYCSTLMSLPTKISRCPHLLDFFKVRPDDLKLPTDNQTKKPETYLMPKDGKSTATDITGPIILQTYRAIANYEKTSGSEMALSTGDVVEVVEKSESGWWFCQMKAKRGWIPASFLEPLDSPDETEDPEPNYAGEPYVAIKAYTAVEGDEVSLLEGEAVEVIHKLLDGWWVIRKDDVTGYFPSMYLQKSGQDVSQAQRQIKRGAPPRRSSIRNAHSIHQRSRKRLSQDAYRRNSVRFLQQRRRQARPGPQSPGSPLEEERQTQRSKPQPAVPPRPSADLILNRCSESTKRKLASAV
# Mdm2 ligase inh = blocks human Mdm2 ubiquitin ligase activity; 0.11% of 210,000 active; signal enhancement, % at 5 µM; Q00987; cell-based MDM2 ubiquitination luciferase reporter, 2 h; 0 = plate control, 100 = twice control, blank-subtracted;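 active = signal enhancement of 30% or more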;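 note: luminescence tracks abundance of the self-degrading MDM2-luciferase fusion protein; higher signal means inhibition of MDM2 E3 ligase activity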
# Target sequence (Q00987 whole entry, looked up, the tested form may be a part): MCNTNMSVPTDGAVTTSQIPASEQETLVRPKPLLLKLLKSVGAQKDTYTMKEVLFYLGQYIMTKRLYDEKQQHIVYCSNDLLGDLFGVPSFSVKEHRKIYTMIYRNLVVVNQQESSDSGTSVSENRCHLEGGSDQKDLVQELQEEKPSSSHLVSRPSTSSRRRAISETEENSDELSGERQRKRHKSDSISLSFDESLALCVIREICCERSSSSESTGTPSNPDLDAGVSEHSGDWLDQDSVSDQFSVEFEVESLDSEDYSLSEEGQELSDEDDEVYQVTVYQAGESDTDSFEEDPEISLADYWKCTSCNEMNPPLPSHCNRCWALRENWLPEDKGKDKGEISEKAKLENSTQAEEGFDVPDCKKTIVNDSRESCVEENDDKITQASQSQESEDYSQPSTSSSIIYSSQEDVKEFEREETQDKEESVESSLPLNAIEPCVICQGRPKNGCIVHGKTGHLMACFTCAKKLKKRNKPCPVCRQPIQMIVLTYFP
#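 Material: Stable MDM2–luciferase fusion reporter cells | Amount: 2000 cells seeded into each well | Dosing: One concentration, 5 µM, with 0.2% DMSO | Incubation: 4 h cell settling then 2 h compound exposure, 37 °C | Measured by: Luciferase luminescence | Read-out basis: % enhancement relative to plate controls after blank subtraction | Benchmarks: Control and blank well means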
# EBV gp42 inh = EBV gp42 inhibition. 0.42% of 220,000 active. Fluorescence polarization binding assay, mP read-out. Q1HVG2. inhibition, % (tested at 21.74 µM); in the data active = inhibition above about 50%
# Target sequence (Q1HVG2 whole entry, looked up): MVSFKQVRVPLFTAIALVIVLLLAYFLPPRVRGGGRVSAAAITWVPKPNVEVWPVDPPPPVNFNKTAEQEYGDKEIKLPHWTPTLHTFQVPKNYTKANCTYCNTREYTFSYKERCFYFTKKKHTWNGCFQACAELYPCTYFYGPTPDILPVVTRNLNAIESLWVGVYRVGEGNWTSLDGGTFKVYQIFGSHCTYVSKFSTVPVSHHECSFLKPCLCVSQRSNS
# TNF death inh = inhibitors of TNF-alpha induced necroptosis in Jurkat FADD-/- cells; Jurkat FADD-/- TNF necroptosis rescue, ATP luminescence, 24 h; 0 = TNF only, 100 = no-TNF cells; 0.068% of 220,000 active; AID 463075; activation (protection from cell death), % at 10 µM;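 active = activation, meaning protection from cell death, of at least 50% relative to plate controls; inactive = activation below 50%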;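 note: necroptosis triggered by 40 ng/mL TNF-alpha added together with compound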
# PPC-1+TRAIL kill = compounds killing PPC-1 cancer cells with TRAIL present (potentiator screen, no TRAIL-free arm); cell killing (% activity), % at 4 µM; PPC-1 cells + TRAIL, ATPLite viability luminescence; 0.41% of 220,000 active;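 active = cell killing above 50% in the first pass at 4 µM, then a duplicate retest at 5 µM averaging 50% or more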;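 note: plate controls were cells with TRAIL plus DMSO for no effect and medium-only wells lacking cells for full effect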
# The depositor's hits bear a star; nt = no result given. Compounds were not picked by outcome. About 5.9% of those tested had a hit in this group.
compound	TRPML3 agonist	Runt-SMMHC FRET	zfTRPN1 agonist	CHOP inhibitor	NCF1 inh	Mdm2 ligase inh	EBV gp42 inh	TNF death inh	PPC-1+TRAIL kill
CCC(C)c1ccc(NC(=O)C2CCN(c3ccc(C(F)(F)F)cn3)CC2)cc1 (configuration not stated)	0.7	2.0	2.7	11.3	-23.3	nt	-22.5	1.8	16.5
CSCCC(N=C(NS(=O)(=O)c1ccccc1)c1ccccc1)C(=O)O (configuration not stated)	0.8	0.0	0.5	11.1	-6.4	-3.8	0.2	0.2	20.8
CN(Cc1c(F)cccc1Cl)C(=O)C1CC(=O)N(CCc2ccccc2)C1 (configuration not stated)	0.7	0.2	1.9	13.4	4.9	3.9	-2.7	1.4	-11.4
COc1ccccc1CNc1cc(-c2ccccc2)ccc1OC	0.0	0.6	-0.5	56.4	-11.1	-4.0	-5.3	1.3	5.0
CCCCCCc1cc2cc(-c3nnc(-c4ccccc4OC)o3)c(=O)oc2cc1O	3.2	58.0*	3.3	-6.3	-82.1	-3.9	-92.4	-2.4	-6.3
O=C(CN1C(=O)C2C3C=CC(C3)C2C1=O)NCCC1=CCCCC1 (configuration not stated)	-0.1	4.9	-0.4	46.8	-6.7	2.1	-8.5	1.3	8.5
O=S(=O)(c1ccc(NC(=S)NN=C2CCCCC2)cc1)N1CCOCC1	-0.3	4.3	0.6	5.7	-16.5	-8.1	0.0	0.6	14.0
CCOc1cccc(NC(=O)c2ccc(S(=O)(=O)N(C)C)cc2)c1	0.9	0.0	2.6	2.2	-13.4	-15.5	-6.3	2.8	14.9
COc1ccc(C2(NC(C)=O)CCN(C(=O)c3ccco3)CC2)cc1	0.5	1.0	0.4	-6.3	-1.2	-29.2	-18.8	0.9	-8.0
CC(=O)Nc1ccc(NC(=O)C(C)OC(=O)C2(c3ccc(F)cc3)CCCC2)cc1 (configuration not stated)	-0.4	4.5	1.1	21.0	-5.5	-0.6	-12.2	0.0	-21.7
CC(C)N1CN=C(Nc2nc3ccccc3o2)NC1	0.7	-0.5	0.4	-22.3	-4.5	-13.3	-9.2	-0.7	2.9
CC1CCCCC1NC(=O)CSc1nnc(-c2ccccc2)n1N (configuration not stated)	0.8	-0.1	1.2	3.7	-10.5	-1.2	-9.8	0.9	8.9
O=C(NN=C1CCCC1)c1cc(-c2ccccc2)n[nH]1	0.6	0.8	0.2	-14.8	-4.8	-11.1	-0.4	-0.3	1.4
COC(=O)c1cn(C(=O)/C=C/c2ccc(OC)c(OC)c2)c2ccccc12	1.5	6.8	0.4	48.1	-2.1	-15.4	8.2	25.4	26.5
O=C(NCC1CCCO1)C(c1ccc(N2CCOCC2)cc1)N(C(=O)Cn1nnc2ccccc21)c1ccccc1F (configuration not stated)	0.8	0.2	1.4	-6.4	-0.6	-13.6	-10.9	0.9	-3.3
COc1ccc(Br)c2c1C(=O)CC2	1.0	-2.1	0.6	10.2	-11.2	-11.4	0.8	1.2	-13.2
CCn1c(C(=O)Nc2ccsc2C(=O)OC)cc2sc(Cl)cc21	0.3	8.0	1.1	23.4	-26.9	-12.4	-6.4	0.7	-3.5
Cc1noc(C)c1S(=O)(=O)N1CCC(C(=O)NCCCN2CC(C)CC(C)C2)CC1 (configuration not stated)	0.0	0.8	0.8	-12.4	-15.1	-32.2	-4.5	0.8	-1.5
CC(=O)c1cccc(NC(=O)CSc2nnc(-c3ccc(S(=O)(=O)N4CCCC4)cc3)o2)c1	0.9	-2.2	1.3	-4.6	4.3	-16.5	-8.7	1.2	2.6
Cc1ccc(CONC(=O)/N=C/N(C)C)cc1	0.8	-0.5	0.9	17.1	-10.9	-8.1	-3.4	-1.0	21.2
COc1cc(C2C(Oc3ccccc3C)C(=O)N2Cc2ccc(F)cc2)cc(OC)c1OC (configuration not stated)	0.4	-10.5	-1.5	-11.4	-54.5	-4.3	-11.1	2.7	6.9
CC(=O)N1N=C(c2ccncc2)OC12CCCCCC2	-0.3	-6.1	-0.6	8.7	-1.3	9.1	-7.6	-3.5	8.7
COc1cccc(NC(=O)Cn2c(=O)c3c(ncn3Cc3ccccc3)n(Cc3ccccc3)c2=O)c1	-0.1	-4.4	-1.1	30.2	-48.4	-9.9	-30.6	-5.2	-7.0
Cc1cn(C2C=CC(CO)O2)c(=O)[nH]c1=O (configuration not stated)	0.5	3.3	0.1	25.4	4.5	-8.2	-0.8	-0.9	5.2
C/C(=N/NC(=O)CNC(=O)C1COc2ccccc2O1)c1cccc(O)c1 (configuration not stated)	0.3	-5.6	0.8	18.4	-4.0	-12.8	-15.0	-0.8	7.2
Cc1cc(Br)c(NC(=O)COn2nnc3ccc(S(C)(=O)=O)cc32)c(Br)c1	-0.1	-0.6	-0.2	4.5	-0.5	-14.8	-19.1	0.4	-7.1
NC(=O)c1ccc[n+](CC(=O)OCCC23CC4CC(CC(C4)C2)C3)c1	1.0	-2.3	0.4	-0.1	-0.2	-21.1	-6.9	-3.2	17.4
CN(CC(=O)Nc1cccc2c1CCCC2)S(=O)(=O)c1ccc(Cl)cc1	-0.2	1.2	-0.1	18.9	-6.9	1.6	-12.5	-1.9	6.1
CC(NC(=O)C(C(=O)c1cccc([N+](=O)[O-])c1)n1cc(Cl)ccc1=O)c1ccccc1 (configuration not stated)	0.9	-4.4	1.3	-16.3	-3.0	-6.4	-9.0	-0.3	8.8
COc1ccc(CNC(=O)COC(=O)CC2CC3CCC2C3)cc1OC (configuration not stated)	2.5	0.7	3.7	20.8	-9.8	3.1	0.2	0.8	24.8

# An excerpt from above with just PPC-1+TRAIL kill and Runt-SMMHC FRET.
canonical_smiles | PPC-1+TRAIL kill | Runt-SMMHC FRET
COc1ccccc1CNc1cc(-c2ccccc2)ccc1OC | 5.0 | 0.6
CCCCCCc1cc2cc(-c3nnc(-c4ccccc4OC)o3)c(=O)oc2cc1O | -6.3 | 58.0*
O=C(CN1C(=O)C2C3C=CC(C3)C2C1=O)NCCC1=CCCCC1 (configuration not stated) | 8.5 | 4.9
O=S(=O)(c1ccc(NC(=S)NN=C2CCCCC2)cc1)N1CCOCC1 | 14.0 | 4.3

# Following part:
compound	TRPML3 agonist	Runt-SMMHC FRET	zfTRPN1 agonist	CHOP inhibitor	NCF1 inh	Mdm2 ligase inh	EBV gp42 inh	TNF death inh	PPC-1+TRAIL kill
Cc1nn2c(=O)c(NC(=O)c3ccc(Cl)cc3)cnc2s1	0.8	3.2	0.4	12.6	-2.2	-14.2	1.2	1.6	13.7
O=C1c2cc(S(=O)(=O)NCCCO)ccc2-c2ccc(S(=O)(=O)NCCCO)cc21	1.3	-5.6	0.3	-38.1	3.7	4.2	-7.1	2.2	9.0
O=C(C1CCCN1S(=O)(=O)c1cccc2cccnc12)N1CCN(c2ccccc2)CC1 (configuration not stated)	-0.1	2.2	0.1	-5.1	-6.1	-17.1	-8.0	-0.5	2.7
COc1cccc(/C(C)=N/NS(=O)(=O)c2ccc(Cl)cc2)c1	0.3	3.4	-0.5	-25.2	0.0	-8.4	9.1	0.5	6.9
CCN(CC(=O)N1CCN(C)CC1)S(=O)(=O)c1ccc(Cl)cc1	1.0	-7.9	2.0	30.8	-8.3	15.7	-1.5	-0.7	3.6
COc1ccccc1NC(=O)COC(=O)c1ccc([N+](=O)[O-])s1	0.7	-0.5	-0.3	20.2	-6.0	-6.8	2.0	1.4	6.0
CCOC(=O)CSc1nc(C)[nH]c1[N+](=O)[O-]	0.9	-6.8	0.5	-10.6	-2.3	-6.1	-8.1	1.5	-10.8
Cc1sc2ncn(C(C)C(=O)OC3CCCCC3)c(=O)c2c1C (configuration not stated)	0.3	-1.3	0.2	25.4	-6.7	1.8	-2.2	0.7	15.1
CS(=O)(=O)N(CC(=O)N1CCN(Cc2ccc3c(c2)OCO3)CC1)C1CCCCC1	1.1	-1.6	3.1	20.1	-3.8	-19.1	2.2	0.9	-7.7
Cc1cc(C(=O)O)oc(=O)c1	0.0	-1.8	1.5	-0.7	-12.2	9.6	7.8	0.7	14.4
O=C(COc1ccccc1Cl)Nc1cnn(Cc2ccccc2)c1	-0.1	-1.2	-0.1	24.3	-8.3	-21.3	-21.1	3.2	8.4
CCOC(=O)C1=C(O)C(=O)N(c2ccc(S(N)(=O)=O)cc2)C1c1ccccc1 (configuration not stated)	0.2	7.4	0.8	5.0	-2.7	-15.4	-0.2	-1.6	12.4
CCc1ccc(NC(=O)CN(N=Nc2nonc2C)c2nonc2C)cc1	0.4	-4.1	-1.7	68.5	-8.3	-20.4	-9.0	1.4	9.7
COc1ccc2[nH]c(C(=O)O)c(CCNC(C)=O)c2c1	0.3	0.2	0.8	-13.2	-12.7	40.0*	-4.1	-0.4	-20.3
COc1cc(OC)cc(C(=O)NC(C(=O)O)C23CC4CC(CC(C4)C2)C3)c1 (configuration not stated)	0.8	-2.7	-1.6	-4.9	3.5	-3.2	4.3	0.5	2.4
Cc1ccccc1/C=N/NC(=O)Cn1cnc([N+](=O)[O-])n1	-0.3	-1.4	0.0	-10.8	-7.8	-3.9	-21.1	0.5	6.4
Cc1ccc(N(C(C)C(=O)Nc2ccc3c(c2)OCO3)S(C)(=O)=O)cc1 (configuration not stated)	0.1	-2.6	-1.3	25.7	-4.9	13.0	-23.3	-1.4	22.5
CS(=O)(=O)N1CCN(c2nc3ccccc3s2)CC1	0.1	1.1	-0.3	-15.5	-11.7	-15.1	-13.4	-0.7	14.0
CC1CCCCN1C(C(=O)O)c1ccccc1 (configuration not stated)	0.8	-0.7	2.2	-8.2	-3.7	-6.8	-6.8	1.4	-2.9
COc1ccc(-c2nnc(-c3cc4c(ccc5ccccc54)oc3=O)o2)cc1	0.8	39.0	-0.1	17.6	31.6*	-9.9	50.7*	-0.6	10.4
CCN1CCCC1CN(Cc1cc2c(C)cc(C)cc2[nH]c1=O)C(=O)NC1CCCCC1 (configuration not stated)	-0.1	-2.5	0.5	18.8	-62.8	-0.9	2.9	-0.9	3.6
Cc1ccc(S(=O)(=O)CCC(=O)Nc2ccc3nc(C)sc3c2)cc1	0.6	-3.9	1.8	18.6	-0.8	-4.7	-15.0	-2.9	-5.6
CC(C)c1onc(C(=O)N2CCOCC2)c1[N+](=O)[O-]	-0.1	-2.9	-1.1	22.1	nt	nt	-18.6	-0.1	12.6

# Two entries drawn at random from those above, as already listed:
compound	TRPML3 agonist	Runt-SMMHC FRET	zfTRPN1 agonist	CHOP inhibitor	NCF1 inh	Mdm2 ligase inh	EBV gp42 inh	TNF death inh	PPC-1+TRAIL kill
Cc1ccccc1/C=N/NC(=O)Cn1cnc([N+](=O)[O-])n1	-0.3	-1.4	0.0	-10.8	-7.8	-3.9	-21.1	0.5	6.4
CCOc1cccc(NC(=O)c2ccc(S(=O)(=O)N(C)C)cc2)c1	0.9	0.0	2.6	2.2	-13.4	-15.5	-6.3	2.8	14.9
